# FXIIa inh: inhibitors of human coagulation factor XIIa; purified FXIIa, Boc-QGR-AMC fluorogenic substrate, 2 h; AID 800; hit rate 0.3% among 220,000; inhibition, % at 5 µM; in the data active = inhibition above about 40%;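 note: 0% = enzyme with no compound and 100% = blank without enzyme; many of its hits are not listed in these tables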
# Target sequence (P00748 20-372 limits assumed): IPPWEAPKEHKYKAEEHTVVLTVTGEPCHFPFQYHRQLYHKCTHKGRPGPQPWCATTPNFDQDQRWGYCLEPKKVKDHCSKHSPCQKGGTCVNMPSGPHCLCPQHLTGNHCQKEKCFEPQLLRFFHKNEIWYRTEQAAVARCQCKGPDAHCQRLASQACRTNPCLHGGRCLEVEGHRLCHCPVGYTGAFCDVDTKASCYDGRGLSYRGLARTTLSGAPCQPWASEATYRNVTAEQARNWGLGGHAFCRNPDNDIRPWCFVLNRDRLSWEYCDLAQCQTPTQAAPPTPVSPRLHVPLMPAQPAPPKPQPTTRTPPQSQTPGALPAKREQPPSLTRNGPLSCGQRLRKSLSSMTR
# Target sequence (P00748 373-615 limits assumed): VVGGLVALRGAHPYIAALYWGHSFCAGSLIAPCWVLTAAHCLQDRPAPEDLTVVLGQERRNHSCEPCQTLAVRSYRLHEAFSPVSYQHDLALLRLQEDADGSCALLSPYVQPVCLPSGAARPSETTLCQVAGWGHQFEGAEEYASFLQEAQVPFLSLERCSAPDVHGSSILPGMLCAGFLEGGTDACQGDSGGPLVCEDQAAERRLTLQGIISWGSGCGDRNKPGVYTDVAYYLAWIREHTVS
# KLK5 inh: kallikrein 5 (human) inhibition. Q9Y337. recombinant hK5, fluorogenic AMC substrate cleavage. inhibition, % at 5 µM. hit rate 0.59% among 210,000;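 active = inhibition of 40% or more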;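 note: 0% = enzyme controls without compound and 100% = no-enzyme blanks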
# Target sequence (Q9Y337 67-293 limits assumed): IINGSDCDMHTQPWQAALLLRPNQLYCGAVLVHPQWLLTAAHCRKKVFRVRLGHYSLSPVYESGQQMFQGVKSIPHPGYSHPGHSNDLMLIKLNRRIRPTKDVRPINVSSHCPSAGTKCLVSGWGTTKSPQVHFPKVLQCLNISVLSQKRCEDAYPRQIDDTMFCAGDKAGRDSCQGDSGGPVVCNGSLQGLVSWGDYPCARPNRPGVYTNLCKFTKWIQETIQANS
# Cl transport mod: KCC2 (human) Cl- transport modulation; Q9H2X9; KCC2 cells, thallium flux FluoZin-2 fluorescence; B-score of Tl+ flux slope (higher = more flux/activation; lower = inhibition) at 10 µM; hit rate 2.2% among 190,000;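 active = thallium flux slope and its plate-corrected score both differing from the plate sample mean at a set confidence after two filtering rounds, in either direction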;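 note: slope of fluorescence scaled to starting intensity during 10 to 20 s after thallium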
# PERK inhibitor: human PERK inhibition, primary cell-based screen; Q9NZJ5; CHO PERK-DD fusion, SEAP luminescence translation reporter; inhibition, % at 5.6 µM; hit rate 0.17% among 220,000; AID 1416;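 active = inhibition above the mean inhibition of all tested compounds plus 3 SD, set separately per screening campaign, cut at about 2.9% in these data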;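 note: PERK kinase domain activated by AP20187 dimerizer at 100 nM; 0% = DMSO with dimerizer and 100% = rapamycin at 8.4 µM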
# Furin inh: blocks human furin protease activity. purified furin, fluorogenic substrate cleavage. inhibition, % at 30 µM. hit rate 0.061% among 220,000; in the data active = inhibition above about 25%; note: inactives centre near -15
# Wee1 degr inh: human Wee1 degradation inhibition, primary screen; P30291; HeLa Luc-Wee1K328M stability, luciferase luminescence; 100% = proteasome inhibitor MG132 effect; reporter increase, % at 5 µM; hit rate 1.2% among 220,000;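 active = activation above the mean of all tested compounds plus 3 SD, set per screening run, cut at about 8.8% in these data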;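 note: cells exposed to compound for 20 h before luminescence read; 0% = DMSO alone and 100% = MG132 at 30 µM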
# thrombin 1536: inhibitors of human thrombin | P00734 | alpha-thrombin, Boc-VPR-AMC fluorogenic substrate cleavage | inhibition, % at 5 µM | hit rate 0.26% among 220,000 | AID 1046;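 active = inhibition at or above 40%; inactive = inhibition below 40%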;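 note: 0% = enzyme with no compound and 100% = wells without enzyme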
#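 Test system: human alpha-thrombin; medium: pH 7.5 Tris-saline with Tween 20; times: reaction at room temperature; signal: AMC fluorescence at 355 nm excitation and 460 nm emission; also added: Boc-VPR-AMC substrate, 15 µM final; dosing: one concentration per compound, 5 µM, with 0.2% DMSO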
# p97 ATPase inh: inhibitors of human p97 ATPase | hit rate 0.42% among 220,000 | recombinant p97 ATPase, Kinase-Glo ATP luminescence, 3 h | P55072 | inhibition, % at 8 µM | AID 1481; in the data active = inhibition above about 15%;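 note: 0% = DMSO vehicle and 100% = wells lacking enzyme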
# FXIa inh 1536: inhibitors of human coagulation factor XIa. hit rate 0.14% among 220,000. AID 798. inhibition, % at 5 µM. purified FXIa, Boc-Glu-Ala-Arg-AMC fluorogenic substrate;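 active = inhibition of at least 40%; inactive = inhibition below 40%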;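 note: fluorescence of freed AMC excited at 355 nm; 0% = enzyme without compound and 100% = no enzyme blank; many of its hits are not listed in these tables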
# The depositor's hits bear a star; x = not tested or not shown; [ ] = remark or other dose.
SMILES,FXIIa inh,KLK5 inh,Cl transport mod,PERK inhibitor,Furin inh,Wee1 degr inh,thrombin 1536,p97 ATPase inh,FXIa inh 1536
CC1(C)CC(=O)C2=C(C1)N(Cc1ccco1)C(=O)C2(NC(=O)c1ccc(Cl)cc1Cl)C(F)(F)F (stereo unspecified),13,-5,x,0.0,-16[20 µM],-2,3,2,3
Cc1ccc(C(=O)/C=C/c2ccc(-c3ccc(C)cc3)o2)cc1,14,1,-0.73,0.6,-7,2,2,7,5
CCOC(=O)Cc1csc(NC(=O)c2ccc(S(=O)(=O)N3CCCC3)cc2)n1,16,-3,-0.73,0.8,-8,1,5,-5,7
C=C(C)CSC1=C(C#N)C(c2ccccc2Cl)CC(=O)N1 (stereo unspecified),2,-8,-0.11,0.2,-28,3,-3,1,5
CCN(CC(=O)NC(C)C)Cc1nc2c(Br)cc(Br)cc2c(=O)[nH]1,2,-24,0.23,0.2,-5,-2,0,8,-5
Cc1noc(N)c1C1(O)C(=O)Nc2c(Cl)cc(Cl)cc21 (stereo unspecified),2,-7,0.37,-0.2,-11,1,-6,5,-3
COc1cccc(C(C(=O)NC2CCCCC2)N(CC2CCCO2)C(=O)CNC(=O)c2ccco2)c1 (stereo unspecified),12,-2,0.39,0.1,-19[20 µM],5,0,-1,5
O=C(O)CCC1(C(=O)O)OCCc2ccccc21 (stereo unspecified),3,2,0.026,0.3,-19[20 µM],-2,-5,2,-6
O=C(Nc1ccc2c(c1)OCCO2)c1ccc2nccnc2c1,x,x,x,1.2,-19,7,x,-1,x
O=C(CCc1c[nH]c2ccccc12)NCC1COc2ccccc2O1 (stereo unspecified),5,0,-0.31,0.4,-17,3,-12,5,-4
Cn1ccnc1Sc1ccc(/C=N/NC(=O)c2ccccc2[N+](=O)[O-])cc1[N+](=O)[O-],12,-14,-0.46,1.0,-17[20 µM],-3,6,4,2
CC1=CC(C)(C)N(S(=O)(=O)c2ccc(C)cc2)c2ccc(C)cc21,12,-1,-0.88,0.4,-17[20 µM],2,6,-5,5
COc1ccc(C2C(=O)N(C3CCCCC3)CC(=O)N2C2CCCC2)cc1 (stereo unspecified),13,3,-0.53,-0.7,-25,1,-7,-4,-4
O=[N+]([O-])c1ccc2oc(C3CCCCC3)nc2c1,13,3,1.5,1.0,-20,-3,-1,9,0
COc1cc(/C=N/Nc2nc(=O)[nH]nc2C)ccc1O,3,1,0.081,-0.4,-4,17*,-6,0,1
Cc1ccc(C(=O)Nc2ccon2)cc1S(=O)(=O)N1CCCCCC1,0,-2,-1.3,-1.3,-13[20 µM],1,-20,7,1
CN(C)S(=O)(=O)N1CCN(S(=O)(=O)c2ccccc2)CC1,12,0,x,-1.1,-14,0,2,4,2
Cc1ccc(Nc2nc3nonc3[nH]c2=O)cc1Cl,8,-10,-4.6,1.0,-14,-2,5,2,1
CCn1ncc(CN2CCCC(CNC(=O)c3ccc(F)cc3)C2)c1C (stereo unspecified),4,0,-6.2*,0.2,-17,0,-8,-4,-6
Nc1cc(=O)[nH]n1C1CCCC1,7,0,0.96,-0.1,-17,-1,-10,4,-3
COc1ccccc1OCCCOc1c(C)cc(C)cc1Br,11,-1,0.15,0.0,0,-3,-1,0,1
O=C(COC(=O)C(O)c1ccccc1)NC12CC3CC(CC(C3)C1)C2 (stereo unspecified),15,16,0.43,1.1,-21,-2,2,1,2
Cc1ccc(NC(=O)Cn2cnc3cc([N+](=O)[O-])ccc3c2=O)cc1,1,-4,1.1,0.8,-17,0,-10,1,-3
CC1(C)Cc2c(sc3c2c(N)nc(=S)n3Cc2ccc(Br)cc2)CO1,11,7,0.46,1.6,-25,-3,2,5,5
COc1ccc(-c2nnc(SCC(=O)Nc3ccc(C)cc3)n2C)cc1,8,2,0.38,-0.1,-23,9.8*,-3,1,-1
COC(=O)c1c(-c2cccs2)csc1NC(=O)c1cccnc1,-5,-8,x,0.2,-14,1,0,-1,-1
O=C(Nc1ccc(Cl)cc1)N1CCN(c2ccc3nnc(-c4ccc(F)cc4)n3n2)CC1,28,3,-2.5,-0.8,-9,-2,2,1,20
CCc1cc2c(nc1CC)CCN(CC/C(C)=N/OC[C@H]1O[C@H](c3ccccc3)C=C[C@@H]1Oc1ccc(OC)cc1)C2,6,-8,-0.29,-0.8,-2,-3,-7,-2,-2
O=C(Oc1ccc2c(c1)OCO2)c1ccc(F)cc1Cl,22,-6,x,1.5,-16,-2,-7,-3,1
O=C(O)CCS(=O)(=O)c1cc(Br)cc2c1N(C(=O)C1CC1)CC2,6,1,-0.037,0.8,-18,-2,-3,5,-1
NC(=O)c1ccccc1NS(=O)(=O)c1cccs1,13,-17,0.43,0.2,-22[20 µM],3,-15,4,-5
COc1ccc(CCN(C)C(=O)CNC(=O)c2ccccc2F)cc1OC,6,-5,-0.078,-0.4,-26,4,-12,-3,-10
Cc1ccc(C)c(N(CC(=O)Nc2cc(Cl)ccc2Oc2ccccc2)S(C)(=O)=O)c1,-7,-1,x,-0.2,-23[20 µM],3,-5,1,-5
O=C1NCCN1Cc1ccccc1F,17,-3,0.0087,-0.1,-31,1,3,-4,5
CC(C)(C)OC(=O)NCc1ccc(NC(=O)c2nc[nH]c2C(=O)N[C@@H](Cc2ccccc2)C(=O)OCc2ccccc2)cc1,1,-5,-0.61,x,-10,x,-5,x,-3
CCCCCCNC(=O)c1cc(-c2ccco2)nc2ccccc12,-7,-18,-0.82,0.0,-47[20 µM],0,-1,0,-4
CCOC(=O)c1csc(NC(=O)C(C)(C)C)n1,18,-11,1.3,0.8,-33,1,-3,-2,4
O=C(c1cccnc1NCc1ccccc1)N1CCOCC1,2,-35,0.27,0.3,-22[20 µM],-2,-2,7,-3
COC(=O)c1c(C)[nH]c(O)c1C=Nc1ccc(C(C)C)cc1,14,-7,x,0.8,-23[20 µM],2,6,-2,8
Cc1ccc(NC(=O)Cc2ccc([N+](=O)[O-])cc2)c(Br)c1,14,-20,0.97,0.7,-5,-2,-5,-3,13
NC(=O)CSc1nccn1Cc1ccccc1,1,-3,0.023,0.0,-21,0,9,1,-7
CC(Sc1nnnn1-c1ccccc1)C(=O)Nc1ccc(Cl)cn1 (stereo unspecified),2,51*,-4.4*,-1.2,-14[20 µM],4,16,3,17
CC(C)Cn1c(=O)c(C(=O)NCc2ccccn2)c(O)c2ccccc21,-1,-3,-1.9,-0.5,2,12*,-8,-8,-5
COc1ccc(NC(=O)C2CCCN(c3nc(C)cc(C)n3)C2)cc1 (stereo unspecified),5,1,x,0.1,-13,2,0,4,-2
Cc1cccc(C(=O)Oc2ccccc2C(=O)N2CCOCC2)c1,3,-2,-0.28,-0.2,-12,-1,-3,-4,-4
C=CCNC(=S)NNC(=O)c1ccncc1,14,11,0.03,1.2,-30,-4,-3,6,3
O=c1oc2ccccc2n1CCCCCn1c(=O)oc2ccccc21,9,-4,-1.7,-1.1,-24,-3,2,0,6
Cc1ccc(-c2csc(NC(=O)CCCc3cccs3)n2)cc1,-6,-3,0.92,0.4,-16,3,13,-5,-11
Cc1nc2ccccc2n1CSc1ccccc1,9,-13,0.14,0.3,-22,1,-1,1,3
CC(=O)Nc1ccc(S(=O)(=O)N2CCN(CCCOc3ccccc3Cl)CC2)cc1,11,-4,-1.7,-0.4,-2[20 µM],1,1,-3,6
CC(=O)NCCC(=O)N1CCc2c([nH]c3ccccc23)C1c1cccc(Cl)c1 (stereo unspecified),0,-7,-0.74,0.1,-19,0,-11,8,-6
COc1ccc(C(=O)Nc2ccc3oc(-c4cccnc4)nc3c2)cc1OC,9,6,-0.58,1.5,-22,1,-5,6,1
Cn1c(CSc2nc3ccccc3s2)nnc1SCC(=O)NCCCN1CCOCC1,6,-16,-0.98,0.4,-23[20 µM],0,1,3,-3
O=C(NCc1ccc2c(c1)OCO2)C1CC(=O)N(c2ccc(F)cc2)C1 (stereo unspecified),4,-1,0.31,0.7,-21[20 µM],0,-4,1,1
CC1CCCCN1C(=S)NCCc1ccccc1 (stereo unspecified),6,-2,0.93,-0.1,-8[20 µM],-1,-4,-3,-5
O=C(CCc1ccccc1)N1CCCN(C(=O)CCc2ccccc2)CC1,0,-10,0.34,-0.4,-18,-2,-8,-2,-3
O=C(CCS(=O)(=O)c1ccccc1)Nc1nccs1,-1,-10,0.41,0.8,-9,-2,-11,4,-7
CCn1cc(C(=O)N2CCN(c3ccc(F)cc3)CC2)c2cc(OC)c(OC)cc2c1=O,-5,-6,-0.27,0.0,-23,8,-2,6,1
Cc1ccccc1N(CC(=O)N1CCOCC1)S(C)(=O)=O,2,-2,0.39,0.9,-33,-2,-2,2,-4
Cc1ccc(C(CC(=O)c2ccco2)SCCO)cc1 (stereo unspecified),-1,3,-0.49,1.9,-21,11*,-3,1,7

# Quoted at random: 4 records from the list
SMILES,FXIIa inh,KLK5 inh,Cl transport mod,PERK inhibitor,Furin inh,Wee1 degr inh,thrombin 1536,p97 ATPase inh,FXIa inh 1536
Cc1ccc(-c2csc(NC(=O)CCCc3cccs3)n2)cc1,-6,-3,0.92,0.4,-16,3,13,-5,-11
O=C(CCc1ccccc1)N1CCCN(C(=O)CCc2ccccc2)CC1,0,-10,0.34,-0.4,-18,-2,-8,-2,-3
Cc1ccc(C(CC(=O)c2ccco2)SCCO)cc1 (stereo unspecified),-1,3,-0.49,1.9,-21,11*,-3,1,7
CC(=O)NCCC(=O)N1CCc2c([nH]c3ccccc23)C1c1cccc(Cl)c1 (stereo unspecified),0,-7,-0.74,0.1,-19,0,-11,8,-6

# (list continues)
SMILES,FXIIa inh,KLK5 inh,Cl transport mod,PERK inhibitor,Furin inh,Wee1 degr inh,thrombin 1536,p97 ATPase inh,FXIa inh 1536
O=C1CC(N2CCSCC2)C(=O)N1c1ccc(Br)cc1 (stereo unspecified),-1,-4,-0.26,0.7,-13,0,-3,5,-5
Cc1cccc(NC(=O)CC2SC(=O)N(c3ccccc3)C2=O)c1 (stereo unspecified),7,7,-0.36,1.9,-22[20 µM],2,1,4,-3
COc1ccccc1NC(=S)N/N=C1\CC(C)(C)Oc2ccc(O)cc21,36,57*,1.8,0.4,-2,-1,9,0,30
COC(=O)C1CN(S(=O)(=O)c2ccccc2)CCN1S(=O)(=O)c1ccccc1 (stereo unspecified),15,-6,x,-0.9,-16[20 µM],1,2,-4,1
O=C1C(Oc2ccccc2)C(c2ccc3c(c2)OCO3)N1CCc1ccc(F)cc1 (stereo unspecified),5,-10,0.91,0.9,-21,4,0,-2,5
COc1ccc(C(=O)N2CCN(C3CCCCC3)CC2)c(OC)c1,7,-20,0.69,0.3,-15[20 µM],0,0,-2,2
O=C(O)CCCC(=O)NCCc1cccc(Cl)c1,5,11,0.73,-0.1,-22[20 µM],0,-1,1,2
CC(CCc1ccccc1)NC(=O)c1ccc(Br)o1 (stereo unspecified),18,-5,-0.54,1.2,-7[20 µM],0,-6,4,1
Cc1ccc(CN2C(=O)N/C(=C\c3ccc(-c4ccc(C(=O)O)cc4C)o3)C2=O)cc1,-4,3,-3.2,0.5,-26,0,-8,2,3
COc1ccc(/C=N/NC(=O)Cn2nc([N+](=O)[O-])cc2C)c(OC)c1OC,7,3,0.0023,0.0,-23,6,1,4,3
N/C(CSc1ccc(Cl)cc1)=N\S(=O)(=O)c1ccc(Cl)cc1,8,-4,-0.64,0.3,-7,-3,3,-15,1
CCN(CC)C(=O)C1=C(C)NC(=S)NC1c1cccs1 (stereo unspecified),7,-4,0.2,0.3,-17,-1,-6,2,-7
COc1ccccc1-n1cnc2cc(NS(=O)(=O)c3ccccc3)ccc21,29,53*,-3.9*,-1.4,-11[20 µM],3,19,3,5
CC(=O)NC1CC2CCC(C1)N2Cc1ccc(C)cc1 (stereo unspecified),12,6,x,1.1,-32,-3,5,1,2

# Compound activity as filed in PubChem BioAssay.
